BoNT-A LC inh2: blocks Botulinum neurotoxin A light chain protease; multiplex microsphere protease substrate cleavage, flow cytometry; inhibition, % at 10 µM; actives 0.17% (n = 360,000); further: plate controls were buffer without enzyme for full effect and enzyme alone for no effect
PrPC TRFRET: reduces human prion protein on the cell surface; actives 0.43% (n = 370,000); inhibition, % at 13.8 µM; cell surface PrPC, TR-FRET read-out; AID 720596; P04156; in the data active means inhibition above about 24%; further: 0% = median of the test wells and 100% = reference compound wells
Rv3671c inh: Rv3671c (M. tuberculosis) protease inhibition; P9WHR9; inhibition, % at 5.96 µM; actives 0.048% (n = 320,000); in the data active means inhibition above about 38%;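 further: extracellular domain of Rv3671c used as enzyme; 0% = enzyme with DMSO and 100% = no enzyme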
PriA SSB inh: K. pneumoniae PriA-SSBct interaction inhibition; AlphaScreen SSBct-PriA binding, biotinylated peptide; inhibition, % at 33 µM; actives 0.6% (n = 430,000); AID 1272365; in the data active means inhibition mostly above about 37%, no sharp cut-off; inactive means mostly below about 20%;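 further: plate controls were negative control peptide for no effect and reference peptide for full effect; strong numbers were not always called active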
MazEF act: activators of E. coli MazEF toxin-antitoxin RNase | actives 0.32% (n = 350,000) | AID 504720 | P0AE70 | FAM/BHQ RNA-DNA oligo cleavage fluorescence, 5 h | activation, % at 20 µM; in the data active means activation above about 50%
Target sequence (P0AE70 whole entry, looked up): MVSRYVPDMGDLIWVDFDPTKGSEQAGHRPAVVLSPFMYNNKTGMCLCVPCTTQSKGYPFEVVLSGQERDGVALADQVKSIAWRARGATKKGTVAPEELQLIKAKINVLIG
Anthrax LF prot: blocks Bacillus anthracis lethal factor protease; P15917; multiplex microsphere protease cleavage assay, LF; inhibition, % at 10 µM; actives 0.12% (n = 360,000); AID 588501; further: plate controls were buffer without enzyme for full effect and enzyme alone for no effect
Target sequence (P15917 whole entry, looked up): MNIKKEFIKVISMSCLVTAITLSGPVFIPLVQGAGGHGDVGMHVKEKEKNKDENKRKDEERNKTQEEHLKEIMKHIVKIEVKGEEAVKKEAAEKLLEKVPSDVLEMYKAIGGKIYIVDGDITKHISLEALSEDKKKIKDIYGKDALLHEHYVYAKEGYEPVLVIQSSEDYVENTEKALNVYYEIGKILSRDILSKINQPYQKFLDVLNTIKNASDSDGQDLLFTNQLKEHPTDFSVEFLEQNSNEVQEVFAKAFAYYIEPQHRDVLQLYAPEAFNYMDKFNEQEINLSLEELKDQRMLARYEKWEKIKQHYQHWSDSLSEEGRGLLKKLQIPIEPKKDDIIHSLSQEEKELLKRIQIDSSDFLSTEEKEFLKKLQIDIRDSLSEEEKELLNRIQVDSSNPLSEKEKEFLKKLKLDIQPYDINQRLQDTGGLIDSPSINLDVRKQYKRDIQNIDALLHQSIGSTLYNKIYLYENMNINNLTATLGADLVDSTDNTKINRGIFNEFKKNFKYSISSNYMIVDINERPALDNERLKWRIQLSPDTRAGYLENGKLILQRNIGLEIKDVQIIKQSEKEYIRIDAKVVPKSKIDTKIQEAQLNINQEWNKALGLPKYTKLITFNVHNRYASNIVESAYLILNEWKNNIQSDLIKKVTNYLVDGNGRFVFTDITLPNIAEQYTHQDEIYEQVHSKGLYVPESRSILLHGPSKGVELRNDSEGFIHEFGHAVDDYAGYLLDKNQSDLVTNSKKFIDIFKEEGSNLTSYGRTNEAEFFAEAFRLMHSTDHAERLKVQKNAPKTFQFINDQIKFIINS
CCHFV vOTU inh: CCHFV vOTU protease inhibition; actives 0.55% (n = 370,000); inhibition, % at 11.5 µM; AID 651958; Pep-AMC fluorescence; in the data active means inhibition above about 30%; further: 0% = vehicle wells with enzyme and 100% = no enzyme wells
SARS 3CLpro inh: SARS-CoV 3CLpro protease inhibition. inhibition, % at 6 µM. recombinant SARS-CoV 3CLpro, quenched FRET peptide cleavage. P0C6X7. actives 0.14% (n = 290,000). AID 1706; in the data active means inhibition above about 12%
VHR inh abs: blocks human VHR1 dual specificity phosphatase | AID 1654 | inhibition, % at 13.3 µM | recombinant VHR phosphatase, pNPP absorbance | P51452 | actives 0.52% (n = 290,000); in the data active means inhibition above about 50%; further: some compounds called inactive have numbers as strong as hits
Target sequence (P51452 whole entry, looked up): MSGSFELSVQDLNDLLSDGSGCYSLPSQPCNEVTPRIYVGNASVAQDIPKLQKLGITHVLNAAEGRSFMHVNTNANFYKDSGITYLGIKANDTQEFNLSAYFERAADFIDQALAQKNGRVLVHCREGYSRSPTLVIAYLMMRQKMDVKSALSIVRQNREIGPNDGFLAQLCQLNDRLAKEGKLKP
BoNT-F LC inh: inhibitors of Botulinum neurotoxin F light chain protease; actives 0.22% (n = 360,000); inhibition, % at 10 µM; Multiplex microsphere protease cleavage assay, flow cytometry; AID 588497; in the data active means inhibition above about 35%, passing the limit was not always enough; inconclusive means no clear call, values can overlap the other calls; further: plate controls were buffer without enzyme for full effect and enzyme alone for no effect
An asterisk follows results filed as active; i = inactive; ? = inconclusive; . = not tested or not shown; & = joins results of further samples. Unless noted, no stated cut-off is given here; in the data, active means inhibition above about 30%; inconclusive means no clear call, values can overlap the other calls; inactive means below that. Some of the compounds tested; count on the stated rates, not on these rows.

SMILES	BoNT-A LC inh2	PrPC TRFRET	Rv3671c inh	PriA SSB inh	MazEF act	Anthrax LF prot	CCHFV vOTU inh	SARS 3CLpro inh	VHR inh abs	BoNT-F LC inh
Cc1nc(Oc2ccc(S(=O)(=O)N3CCOCC3)cc2Cl)c2c3c(sc2n1)CCCC3	0.0	-6	0	-12	-4	-1	-8	-5	0	0
O=C(Cc1ccccc1)NNC(=O)Nc1ccc(Cl)c(Cl)c1	-0.5	2	3	0	-8	0	3	6	4	3
CCCCCCn1c(CN2CCN(C(=O)c3ccco3)CC2)nc2c1c(=O)n(C)c(=O)n2C	-0.6	-3	2	-2	1	0	-4	4	8	2
Cc1nnc(SCC(N)=O)n1CC1CCCO1 (centres undefined)	0.1	-1	7	4	9	-1	10	0	8	1
Cn1cc(SCC(=O)NCc2ccc3c(c2)OCO3)c2ccccc21	-0.9	-3	1	-9	8	-1	1	-2	-6	-3
Cc1sc(NC(=O)C2CCCCC2C(=O)O)c(C(N)=O)c1-c1ccc(C(C)C)cc1 (centres undefined)	0.5	0	0	-5	1	-1	11	-4	5	-3
COc1ccc(-c2c(NC(=O)c3ccco3)n(-c3ccccc3)nc(C)c2=O)cc1	0.2	-2	2	-14	2	7	3	-6	-10	-7
O=C(c1cccs1)N1CCN(S(=O)(=O)N2CCOCC2)CC1	-0.4	-5	-1	-19	-1	-5	6	0	13	-11
O=C(c1ccc(OC2CCN(Cc3ccccc3OC(F)F)CC2)cc1)N1CCCC1	0.4	-4	2	-10	-2	0	6	-3	13	3
O=C(Cn1cnc2c(cnn2-c2ccc(F)cc2)c1=O)NCc1ccco1	-0.3	10	-2	-4&-14	2	-1	-1	-3	11	3
C/C(CC(=O)NCC(C)C)=N\NC(=O)COc1cc(C)c(Br)cc1Br	0.8	4	1	.	-1	0	8	6	-6	6
Cc1ccc(-c2csc(NC(=O)c3ccno3)n2)cc1	1.0	-2	-21	2	-2	3	14	6	-6	6
CC(=O)Nc1cccc(/C(C)=N/NC(N)=S)c1	-2.4	4	9	.	-11	-3	-13	3	20	-11
CCOC(=O)C1C(=O)CC(C)(O)C(C(=O)OCC)C1c1ccc(Br)o1 (centres undefined)	.	1	7	-5	7	.	7	2	20	.
COc1ccc(S(=O)(=O)NCc2c(-c3ccccc3)noc2C)c(OC)c1	-2.8	5	-3	-14	-5	2	-11	-4	20	?
Cc1ccc(CN2CCCOCCS2(=O)=O)cc1	-0.5	2	-4	-7	10	4	1	-6	13	7
COc1ccc(CN2CCN(S(=O)(=O)c3ccc(F)cc3)CC2)cc1OC	-0.9	3	-5	-6	10	-1	-20	2	4	-1
Cc1c(NC(=O)/C(C#N)=C/c2ccc(-c3ccccc3Cl)o2)c(=O)n(-c2ccccc2)n1C	0.1	-12	5	5	-10	-4	-5	1	2	1
O=c1[nH]ncc(N2CCN(C(c3ccccc3)c3ccccc3)CC2)c1Cl	-0.6	7	-4	7	7	1	-6	2	0	-6
O=C(CCC1CCCN(C(=O)CCCc2ccccc2)C1)N1CCN(c2ccccn2)CC1 (centres undefined)	0.7	0	8	-10	2	-8	0	3	16	-6
COC(=O)c1ccc(CSc2ncnc3c2nnn3-c2ccc(F)cc2)o1	.	-8	8	-11	-2	.	0	-4	17	.
COc1cc(CN(C)Cc2nc3cc(C(F)(F)F)ccc3c(=O)[nH]2)ccc1OC(F)F	-0.6	4	-1	-6	-5	-2	15	6	6	-6
Cc1cc(N)ccc1NC(=O)CN1CCCC1	-2.8	6	2	0	1	-13	10	5	41	-3
CCCc1ncc(C(O)c2cccc(OC)c2)n1C (centres undefined)	1.0	8	4	5	0	-6	6	3	9	-2
CCC(C)[C@H](Nc1nc(-c2ccccc2)nc2c1oc1ccccc12)C(=O)O (some centres undefined)	-0.3	5	-24	-12	3	0	9	5	0	4
O=C(NCc1nnnn1-c1ccc(F)cc1)c1ccc2c(c1)OCO2	-0.2	-1	.	.	9	-1	5	.	.	-1
CCOc1ccc(NC(=O)CCC(=O)Oc2ccc(C)cc2)cc1	-0.6	4	-1	-2	8	-11	8	4	-2	-20
Cc1cccc(N2CCN(CC(=O)Nc3ccc(-n4cnnn4)cc3)CC2)c1C	-0.2	-5	-8	-14	-31	-1	21	5	24	9
Cc1nn(C(=O)c2ccccc2)c2c1C(=O)CC(C)(C)C2	.	-3	0	-11	3	.	-4	-4	1	.
COc1ccccc1CC(=O)Nc1ncc(C)s1	-2.1	1	-5	-5	-23	-3	-9	-5	-19	12
O=C(Cn1cnc2ccccc21)OCC(=O)N1CCCCC1	-0.2	1	4	-3	2	0	4	.	.	-1
COCCn1c(C)cc(C(=O)COC(=O)c2ccc(Cl)c(S(N)(=O)=O)c2)c1C	-3.5	0	-9	11	4	?	-1	.	.	-15
Cc1ccc(NC2=C([N+](=O)[O-])CS(=O)(=O)C2)cc1	0.3	0	0	2	8	-1	1	1	8	-2
N#Cc1cnn(CC2CCCCC2)c1N	-0.2	-4	3	-17	10	-6	6	2	22	0
COC(=O)c1cc(-c2cccc(OC)c2)on1	-0.6	6	-4	-2	11	4	18	2	15	-25
CN(C)c1oc(-c2ccccc2F)nc1C#N	-1.9	-1	3	5&-13	13	-16	-174	0	-32	-11
CN(C)C(=S)Nc1cccc(F)c1	0.6	-2	3	-3	5	0	7	-2	27	13
Cc1cccc(N/C=C(\[N+](=O)[O-])S(=O)(=O)c2ccccc2)c1	1.7	8	-5	-3	7	5	-1	2	30	15
CCCCOc1ccc(CN2CCN(CCO)CC2)cc1	-0.3	-1	-2	-20	-1	-3	-18	0	6	-10
Cc1ccc(C(=O)OCC(=O)NNC(=O)COc2ccc(Cl)cc2)c(O)c1	1.2	1	-16	0	2	0	0	.	.	1
O=C(COC(=O)c1ccc(Cl)cc1)NC1CCCCCC1	-1.8	3	-11	-2	1	-6	2	.	.	6
CC(=O)c1cccc(NC(=O)CN(c2cccc(F)c2)S(C)(=O)=O)c1	0.1	6	-3	-29	8	-2	-3	-3	-12	-8
Cn1c(N)c(C(=O)CSc2ncn[nH]2)c(=O)n(C)c1=O	0.7	-3	4	-2	-10	-6	-4	-2	17	3
Nc1[nH]c(C(=O)c2ccccc2)c(-c2ccccc2C(F)(F)F)c1C(=O)c1cccs1	-0.3	-1	.	.	.	1	20	.	.	-3
CC(C)(C)NC(=O)NC(=O)COC(=O)CNC(=O)c1cccc(F)c1	-0.3	-3	-3	-13	2	-5	13	3	6	-12
N#Cc1ccc(-c2c(-c3ccccc3)ncc3cc(F)ccc23)cc1	-0.3	6	-2	-4	-6	-1	-2	.	.	-3
COc1ccc(-c2cn3cc(C)ccc3n2)cc1Br	-0.7	-4	-4	19	4	-1	-8	1	10	-9
Cc1cc(C)nc(NC(=O)c2c(C(=O)O)noc2C)n1	-0.4	4	0	-23	1	-2	-1	1	12	0
Cc1ccc(NS(=O)(=O)c2cc(NC(=O)C(C)Oc3ccccc3)ccc2C)c(C)c1 (centres undefined)	0.1	1	-42	4	-17	2	4	6	2	-4
O=C([C@@H]1CC=C[C@@H]2CCN(C3CC3)C(=O)[C@@H]21)N1CCN(c2ccccc2)CC1	0.0	-1	3	-5	3	-2	5	.	.	0
Next structures.
SMILES	BoNT-A LC inh2	PrPC TRFRET	Rv3671c inh	PriA SSB inh	MazEF act	Anthrax LF prot	CCHFV vOTU inh	SARS 3CLpro inh	VHR inh abs	BoNT-F LC inh
O=C(CCCN1C(=O)c2ccccc2C1=O)Nc1ccccn1	0.0	-1	-5	-9	1	0	-1	-6	27	-9
Cc1cc(Cl)ccc1NC(=O)CN1CCCC1	3.8	4	-8	-13	6	-2	-9	-3	19	?
COc1ccc(S(=O)(=O)NCc2ccccn2)cc1Br	-6.0	4	-4	3	0	-8	15	4	-3	?
CCOC(=O)CNC(=O)CSc1nnc(NC(=O)c2ccc(S(=O)(=O)N3CCOCC3)cc2)s1	0.3	-3	-16	-3	0	-5	19	-1	-11	-11
O=C(Nc1cc2c3c(c1)C1CCCC1CN3CC1CCCC21)c1ccccc1 (centres undefined)	?	-29	-10	15	15	?	-18	2	22	?
CCc1cccc(C)c1NC(=O)CSc1ncn[nH]1	0.4	1	0	-6	3	-4	5	3	35	-16
O=C(Nc1ccccc1N1CCCCC1)c1ccc(N2C(=O)c3ccccc3C2=O)cc1	0.4	6	-6	-14	-4	-2	-4	3	6	-1
CC1CCCCN1CCNC(=O)c1cc2c(-c3ccccc3F)nn(C)c2s1 (centres undefined)	1.0	-8	2	-10	11	1	-11	-4	42	11
Cc1ccc(C)c(OCCC(=O)NNC(=O)c2ccccc2F)c1	-0.7	-4	1	-6	10	-2	-7	.	.	-2
CC1CC(C)CN(CCCNS(=O)(=O)c2cc(Br)cc3c2N(C(=O)C2CC2)CC3)C1 (centres undefined)	0.3	-3	-7	-15	-8	1	15	-1	17	9

Five records drawn at random from the list so far, as already listed:
SMILES	BoNT-A LC inh2	PrPC TRFRET	Rv3671c inh	PriA SSB inh	MazEF act	Anthrax LF prot	CCHFV vOTU inh	SARS 3CLpro inh	VHR inh abs	BoNT-F LC inh
CCc1cccc(C)c1NC(=O)CSc1ncn[nH]1	0.4	1	0	-6	3	-4	5	3	35	-16
CCOC(=O)CNC(=O)CSc1nnc(NC(=O)c2ccc(S(=O)(=O)N3CCOCC3)cc2)s1	0.3	-3	-16	-3	0	-5	19	-1	-11	-11
CC1CC(C)CN(CCCNS(=O)(=O)c2cc(Br)cc3c2N(C(=O)C2CC2)CC3)C1 (centres undefined)	0.3	-3	-7	-15	-8	1	15	-1	17	9
CC1CCCCN1CCNC(=O)c1cc2c(-c3ccccc3F)nn(C)c2s1 (centres undefined)	1.0	-8	2	-10	11	1	-11	-4	42	11
Cc1ccc(C)c(OCCC(=O)NNC(=O)c2ccccc2F)c1	-0.7	-4	1	-6	10	-2	-7	.	.	-2

Additional compounds follow:
SMILES	BoNT-A LC inh2	PrPC TRFRET	Rv3671c inh	PriA SSB inh	MazEF act	Anthrax LF prot	CCHFV vOTU inh	SARS 3CLpro inh	VHR inh abs	BoNT-F LC inh
CCOC(=O)CSc1cc(-c2ccccc2)nc2ncnn12	-2.9	8	7	-12	5	-10	-1	5	23	?
CCC(C)(C(=O)NC1CCCCC1)N(C(=O)C1CCC(=O)N1)c1ccc(C)cc1 (centres undefined)	-0.7	1	1	-13	-1	-2	5	0	-4	6
CCc1ccc(C(=O)COC(=O)c2cc([N+](=O)[O-])ccc2NCCO)cc1	0.5	5	-17	20	1	-2	2	3	-4	-11
CCOC(=O)c1c(C)[nH]c(C(=O)COC(=O)CNC(=O)C2CCCCC2)c1C	0.8	-4	0	0	-3	-1	3	4	14	6
COc1ccc(C(OC(=O)c2ccco2)C(=O)NC2CCCC2)cc1 (centres undefined)	2.0	-1	7	-6	1	-1	-3	0	17	-14
CCOC(=O)N1CCN(C(=O)C2CCCN(S(=O)(=O)c3cc(C)ccc3OC)C2)CC1 (centres undefined)	-0.1	9	-13	-3	-2	3	1	0	11	-5
NNC(=O)c1nc[nH]c1C(=O)Nc1ccc(Cl)cc1C(=O)c1ccccc1	-3.8	2	.	4	13	-12	-10	2	18	-17
COc1ccc2cc(C(C)C(=O)N3CCC(C)CC3)ccc2c1 (centres undefined)	-3.9	1	1	1	-6	0	11	4	1	-19
Cc1cccc(C(=O)N(Cc2nc3ccccc3c(=O)[nH]2)C2CCCC2)c1	0.1	7	-10	-4	-2	0	-7	3	18	0
CC(=O)[C@@]1(O)CC[C@H]2[C@@H]3C[C@H](C)C4=CC(=O)CC[C@]4(C)[C@H]3CC[C@@]21C	-0.4	-2	4	3	-2	-14	1	0	-34	-6
CCCNC(=O)/C(=C/c1cn(S(=O)(=O)N(C)C)c2ccccc12)NC(=O)c1ccc(OC)cc1	0.1	-12	-5	3	0	-5	13	2	-11	-4
CCCC(=O)OC/C(O)=C(\C#N)c1nc2ccccc2[nH]1	-0.2	18	-1	2	-13	-1	13	4	32	-5
Cn1cc(C(=O)N/N=C/c2ccc([N+](=O)[O-])cc2)c2ccccc21	-8.0	2	-5	i	6	-21	-1	3	0	-7
CCc1noc(C)c1C(=O)OCC(=O)N1CCc2ccccc21	-0.2	4	0	-9	2	-5	1	.	.	4

Compound activity deposited in PubChem BioAssay by several laboratories.
